Assay outcomes: PubChem, The Scripps Research Institute Molecular Screening Center
DAX1 inh-1: inhibitors of human orphan nuclear receptor DAX1 (NR0B1). HEK293 Gal4-DAX1 luciferase reporter, luminescence. inhibition, % at 6.75 µM. 0.99% of 340,000 active. AID 504766;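 active = inhibition above the mean over all tested compounds plus 3 SD, cut at about 4.2% in these data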;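 also: 0% = DAX1-transfected cells with DMSO and 100% = empty-vector control cells with DMSO; inhibition shows as a rise in luminescence from relieved DAX1 repression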
Target sequence (P51843 207-470 limits assumed): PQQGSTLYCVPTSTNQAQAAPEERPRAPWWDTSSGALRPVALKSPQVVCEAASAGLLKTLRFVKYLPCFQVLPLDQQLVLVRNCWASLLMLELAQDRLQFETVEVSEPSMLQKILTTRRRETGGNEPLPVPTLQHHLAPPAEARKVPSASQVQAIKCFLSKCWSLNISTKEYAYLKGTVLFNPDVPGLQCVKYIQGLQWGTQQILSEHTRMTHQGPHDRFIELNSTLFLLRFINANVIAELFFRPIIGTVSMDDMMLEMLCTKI
DAX1 inh-2: inhibitors of DAX1 repression of SF-1 activated StAR promoter | HEK293T StAR-luciferase reporter, SF-1/DAX-1 repression relief | AID 652010 | inhibition, % at 6.8 µM | 1.1% of 370,000 active;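 active = inhibition above the mean over all tested compounds plus 3 SD, cut at about 3.6% in these data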;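 also: 0% = DAX-1 cells with DMSO and 100% = cells lacking DAX-1 with DMSO; higher inhibition means more luminescence from relief of DAX-1 repression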
hgDAF12 agonist: activates the H. glycines DAF-12 receptor ligand-binding domain. activation, % at 6.8 µM. HEK293 GAL4-hgDAF12 UAS-luciferase reporter, agonist luminescence; normalized to butyrate control. AID 687014. 1.8% of 370,000 active;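 active = activation above a cutoff set at the mean of all screened compounds plus 3 SD, cut at about 10% in these data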;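 also: 0% = DMSO wells and 100% = sodium butyrate wells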
HGIII-sPLA2 inh: Inhibits HGIII-sPLA2 liposome hydrolysis, primary screen; Q9NZ20; QFRET BODIPY PC-A2 liposome hydrolysis, fluorescence; inhibition, % at 12.2 µM; 0.56% of 370,000 active; AID 743126;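 active = inhibition above mean plus 3 SD of compounds lying within the high and low control bounds, cut at about 19% in these data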;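 also: 0% = median of test compound wells and 100% = no enzyme DMSO wells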
ssDAF-12 act: activators of S. stercoralis DAF-12 nuclear receptor; activation, % at 6.8 µM; HEK293 ssDAF-12/GRIP1 lit1-tk-luc reporter, luminescence; % of 3 µM dafachronic acid response; 1% of 370,000 active; AID 652126;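 active = activation above the mean over all tested compounds plus 3 SD, cut at about 0.9% in these data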;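 also: 0% = DMSO-only wells and 100% = 3 µM delta7-dafachronic acid wells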
FXN GAA850 act: activators of GAA850 frataxin (FXN) promoter | 0.56% of 360,000 active | HEK293 lucGAA850 FXN promoter luciferase reporter, 24 h; percent of 10 µM SAHA response | activation, % at 6 µM;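 active = activation above the average of all compounds screened plus 3 SD, cutoff fixed separately per campaign, cut at about 7.5% in these data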;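 also: 0% = DMSO wells and 100% = 10 µM SAHA wells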
ADAM17 inh: inhibitors of human ADAM17; AID 720648; 0.83% of 370,000 active; recombinant ADAM17, EDANS/DABCYL FRET peptide cleavage; inhibition, % at 6.95 µM;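 active = inhibition above the mean of compounds lying between control limits plus 3 SD, set per campaign, cut at about 8.5% in these data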;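 also: 0% = DMSO-only wells as the low control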
ADAM10 inh: inhibits human ADAM10 | O14672 | recombinant ADAM10, EDANS/DABCYL FRET peptide cleavage, 3 h | inhibition, % at 7 µM | 0.62% of 370,000 active;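 active = inhibition above a per-campaign cutoff equal to the mean of compounds falling between control-based bounds plus 3 SD, cut at about 20% in these data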;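 also: 0% = DMSO wells while the 100% control is not disclosed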
Target sequence (O14672 214-748 limits assumed): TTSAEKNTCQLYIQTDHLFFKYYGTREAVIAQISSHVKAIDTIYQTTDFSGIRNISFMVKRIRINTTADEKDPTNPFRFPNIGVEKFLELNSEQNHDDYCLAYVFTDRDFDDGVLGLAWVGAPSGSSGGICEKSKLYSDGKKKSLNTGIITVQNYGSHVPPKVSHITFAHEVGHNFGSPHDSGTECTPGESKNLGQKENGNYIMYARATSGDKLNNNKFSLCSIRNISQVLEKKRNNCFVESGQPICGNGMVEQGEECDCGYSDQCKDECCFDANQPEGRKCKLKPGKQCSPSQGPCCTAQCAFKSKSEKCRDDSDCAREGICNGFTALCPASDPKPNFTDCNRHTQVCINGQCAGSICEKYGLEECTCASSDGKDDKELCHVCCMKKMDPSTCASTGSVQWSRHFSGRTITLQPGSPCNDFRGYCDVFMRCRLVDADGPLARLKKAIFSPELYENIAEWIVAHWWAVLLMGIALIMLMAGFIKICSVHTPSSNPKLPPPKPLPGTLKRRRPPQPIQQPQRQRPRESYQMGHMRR
PLCb3 inh: blocks human PLC-beta3 enzyme activity; AID 720704; inhibition, % at 12.2 µM; 0.18% of 370,000 active; Purified PLC-beta3, fluorogenic substrate, fluorescence; in the data active = inhibition above about 11%;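 also: 0% = median of compound wells on plate and 100% = full blocker control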
PLC-gamma1 inh: blocks human PLC-gamma1 enzyme activity; P19174; purified PLC-gamma1, fluorogenic substrate, fluorescence; inhibition, % at 12.2 µM; 0.84% of 370,000 active; AID 720700; in the data active = inhibition above about 9.5%
hcDAF12 agonist: activators of H. contortus DAF-12 nuclear receptor. 1.4% of 370,000 active. HEK293 hcDAF-12 lit1-tk-luc reporter, luminescence; 0% DMSO, 100% Δ7-dafachronic acid. AID 652067. activation, % at 6.8 µM;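 active = activation above the mean of all tested compounds plus 3 SD, cut at about 5.5% in these data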;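 also: 100% = response to 3 µM Δ7-dafachronic acid high control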
Numbers without * were called inactive; . = not tested or not shown.

The line under a structure holds: DAX1 inh-1	DAX1 inh-2	hgDAF12 agonist	HGIII-sPLA2 inh	ssDAF-12 act	FXN GAA850 act	ADAM17 inh	ADAM10 inh	PLCb3 inh	PLC-gamma1 inh	hcDAF12 agonist
> COc1ccc(OC)c(N(CC(=O)NCCc2ccc(OC)c(OC)c2)S(=O)(=O)c2ccccc2)c1
    -1.1	0.6	-4.5	2	-1.1	1.1	-4	3	-5	-1	-2.8
> CC1(C(=O)NS(=O)(=O)c2ccccc2OC(F)(F)F)CCN1C(=O)c1ccco1 (centres undefined)
    .	0.6	1.7	4	0.5	1.8	-5	-7	-3	1	-0.3
> CN1CCN(CCC(=O)N/N=C/c2cc([N+](=O)[O-])ccc2OC(F)F)CC1
    1.6	-0.1	-2.8	8	-0.9	0.2	-2	-7	-2	-1	-0.4
> CCN1CCN(C(=O)C2CC(c3ccc(F)cc3)=NO2)CC1 (centres undefined)
    -0.5	0.3	3.0	0	-1.2	-0.7	4	8	5	4	-1.6
> COc1ccc(OC)c(S(=O)(=O)N2CCN(C)CC2)c1
    1.3	0.2	1.9	6	-0.5	-3.1	-4	1	4	1	-0.4
> CC(C)NC(=O)c1ccc2c3n(nc2c1)-c1ccc(Cl)cc1CO3
    1.7	1.8	6.4	-6	-0.7	4.7	-11	-34	-29	-23	1.4
> CCN(CC)CCNC(=O)c1cc(S(=O)(=O)N2CCc3ccccc32)cn1C
    0.9	-0.2	1.2	0	-1.0	-0.3	1	-1	4	5	0.0
> Cc1nnc(SCc2cc(=O)[nH]c(Nc3nc(C)c4cc(C)c(C)cc4n3)n2)s1
    .	0.4	0.1	-1	-1.6	1.2	1	-1	6	1	-1.3
> Cc1ccc(C)c(SCC(=O)Nc2nnc(-c3ccccc3)o2)c1
    0.5	-0.2	2.9	-1	-0.7	-0.4	-4	2	6	2	-0.7
> O=C(Nc1ccc(Cl)cc1)c1cc(Br)ccc1OCC(=O)N1CCOCC1
    0.3	-1.4	-1.6	2	-1.3	0.3	-1	-13	1	-2	-0.6
> CCOC(=O)c1cccc(NS(=O)(=O)c2c(C)[nH]c(C)c2C(=O)N2CCCC2)c1
    0.0	-0.4	0.0	1	-0.9	-2.5	1	-4	-9	1	-2.1
> CCOc1ccc(C(=O)OCC(=O)Nc2cc(C)on2)cc1OCC
    0.1	-0.4	0.7	-5	-0.5	1.0	-3	-5	2	0	0.1
> COCCNc1ccc(S(=O)(=O)N2CCCC2)cc1[N+](=O)[O-]
    0.7	-0.4	-5.2	3	-1.6	2.5	-3	4	3	4	-2.1
> Cc1cc(C)n(-c2ccnc3cc(Cl)ccc23)n1
    -0.5	0.6	3.3	0	-0.9	0.3	2	-5	-2	7	-0.6
> O=C(COC(=O)C1=COCCO1)Nc1ccccc1OC(F)F
    2.3	0.3	-0.8	5	-1.5	-0.5	-4	6	-6	0	0.3
> CC(C)(C)[C@@H]1C=C(C(=O)N2CCN(Cc3ccccc3)CC2)O[C@H](OCCCCO)C1
    -0.1	0.3	-1.4	-7	-1.3	2.9	-3	-6	3	-1	-1.8
> Cn1c(=O)c2cc(S(=O)(=O)NC(C(=O)NCc3ccccn3)c3ccccc3)ccc2n(C)c1=O (centres undefined)
    -0.5	-0.7	-0.1	-5	-1.4	0.8	-1	-4	3	5	0.4
> N#Cc1c(-c2c(Cl)cccc2Cl)noc1/C=C/Nc1ccc(C(=O)O)cc1
    -0.3	0.3	0.6	-8	-0.9	0.5	-8	-30	-73	-65	-1.7
> COc1ccc(C2C(C(C)=O)=C(C)Nc3ncnn32)cc1OC (centres undefined)
    -0.3	-0.4	1.6	3	-0.7	-1.3	-4	-8	3	2	-0.9
> Cc1ccsc1CN(C)C(=O)C1CCC(=O)N(CCc2cccc(F)c2)C1 (centres undefined)
    0.1	1.6	7.1	1	-0.3	4.5	-4	0	-8	-1	2.6
> CCOC(=O)c1cc2sccc2n1CC(=O)OC
    1.1	0.5	0.6	-1	-1.0	0.9	-3	-5	2	1	-1.2
> CN1CCN(C(=O)c2ccc(COc3ccc(Cl)cc3Cl)cc2)CC1
    0.0	-0.3	-2.9	-6	-1.5	2.0	-5	6	0	1	-0.2
> CN(CC(=O)Nc1cccc(F)c1)CC(=O)Nc1cccc([N+](=O)[O-])c1
    -0.7	-1.5	-3.2	-10	-0.7	0.4	1	3	-2	1	-0.7
> COc1ccccc1N1CCN(S(=O)(=O)c2c(C(=O)N3CCOCC3)c(C)n(C)c2C)CC1
    1.1	0.5	0.3	-2	-1.4	0.1	-4	-3	-3	2	0.9
> O=C(O)COc1ccccc1/C=N/NC(=O)c1cc2ccccc2cc1O
    -0.3	1.7	10	-1	2.7*	2.5	-3	4	-199	-143	11*
> CC(C)CC(=O)N1CCN(S(=O)(=O)c2ccc(C3CCCCC3)cc2)CC1
    0.1	-1.5	-0.3	-1	-1.8	0.6	2	6	0	4	-1.6
> CC(C)N(C)c1ncnc2c1ncn2[C@H]1CN(Cc2ccccc2)C[C@@H](CO)O1
    .	-0.3	-0.5	6	-1.8	-0.6	-3	-6	0	1	-0.5
> Cc1ccc(SCCC(=O)Nc2ccccc2Br)cc1
    0.9	0.9	0.2	-3	-1.2	0.6	-1	0	0	-3	-0.5
> CCNC(=S)NNC(=O)c1nn(C)c(C)c1Cl
    1.6	0.9	4.2	6	-1.2	6.4	0	0	-5	0	0.4
> Cc1cccc(CN2C(=O)c3ccccc3Sc3ccc(C(=O)NCCCN4CCOCC4)cc32)c1
    -0.3	0.1	-0.7	-16	-0.7	-1.5	2	1	-7	0	-1.6
> Cc1ccc2nc(SCc3cn4cccnc4n3)[nH]c2c1
    -0.7	0.7	-0.9	0	-1.0	0.2	-8	-34	-19	-16	1.7
> Cn1c(=O)[nH]c(=O)c2c1nc(N1CCN(c3ccccc3)CC1)n2CCSc1ncccn1
    1.7	-0.8	-4.0	-2	-0.8	0.9	0	-12	5	-2	0.0
> COc1ccccc1OCc1nc2ccccc2[nH]1
    7.3*	2.6	8.1	8	-0.3	3.8	-1	-7	0	1	2.8
> O=C(c1cccs1)N1CCC(N2CCN(c3ccccc3)CC2)CC1
    0.6	0.1	-1.7	4	-1.3	1.9	-4	-9	5	1	1.3
> CC(=O)Nc1ccc(/C=N/NC(=O)c2cc3cc(C)ccc3nc2C)cc1
    2.1	0.2	1.4	-4	-0.6	1.3	-4	-2	-22	-17	-0.3
> O=C(Nc1ccc(CN2CCOCC2)cc1)c1ccc(F)cc1
    2.1	0.8	6.1	0	0.2	2.6	-2	7	-3	4	3.3
> O=C(NNC(=S)Nc1cccc2ccccc12)c1cccc(Br)c1
    -0.1	-0.2	0.1	14	-0.4	1.4	-5	-23	-38	-27	5.5
> O=C(Nc1ccc(O)cc1)c1ccc2c(c1)C(=O)N(Cc1ccco1)C2=O
    -0.1	0.0	-2.2	-8	-1.1	1.2	1	8	1	2	0.0
> COc1cc(CCCN2C(=S)NC[C@@H]2CC2CCCCC2)cc(OC)c1OC
    3.0	-0.9	-2.7	-10	-1.5	1.9	1	1	2	0	-3.1
> COc1cccc(C(=O)Nc2ccc3[nH]c(=O)[nH]c3c2)c1OC
    2.3	0.1	3.2	3	-0.3	1.2	0	-1	-14	-11	-0.5
> CCOC(=O)CC1C(=O)NCCN1Cc1cccc(OC)c1 (centres undefined)
    0.9	0.0	1.4	-3	-1.4	-0.2	-5	-22	-5	-2	-0.5
> CCOc1ccc(S(=O)(=O)NCCC(=O)Nc2nnc(C)s2)cc1
    1.4	-0.4	-1.3	-3	-0.7	2.4	0	-5	-5	-2	0.7
> O=C1c2c(O)cc(O)cc2O[C@@]12c1c(cc(O)c3c1O[C@H](c1ccc(O)cc1)[C@@H](O)C3)O[C@@H]2c1ccc(O)cc1
    0.7	0.8	2.2	-8	-0.9	-1.9	-7	-21	-41	-20	-0.9
> CCCCN1C(=O)N(CCc2ccc(F)cc2)S(=O)(=O)c2cc(C(F)(F)F)ccc21
    0.9	-0.4	-0.3	-4	-0.4	1.3	-3	2	2	1	-0.1
> O=S(=O)(NC1CC1)c1ccc(F)c(F)c1
    0.2	0.2	-2.6	0	-0.8	-0.7	0	3	-1	0	-0.2
> Cc1ccc(S(=O)(=O)N2CCOCC2)cc1C(=O)NCc1ccco1
    0.0	-0.5	-0.5	-1	-1.6	2.2	6	9	6	3	0.1
> COc1ccc(OC)c(C(=O)CSc2nnc(-c3cccs3)o2)c1
    -1.3	-0.5	1.1	-30	-1.5	2.9	-3	-14	-7	3	-0.1
> CC1(C)CC(=O)C=C(c2ccc(CO)cc2)C1=O
    0.0	-0.3	1.3	-3	0.1	-0.7	-2	0	0	3	-0.6
> COc1ccc(C(=O)Nc2cc(C(=O)NCCc3ccccc3)ccc2Cl)cc1
    -0.9	-0.4	0.9	-10	-1.3	2.7	2	10	5	5	2.8
> CCCn1c(N)c(C(=O)CSc2nnc3ccccn23)c(=O)[nH]c1=O
    1.7	-0.5	2.3	3	-1.6	0.7	-6	-8	-3	-1	-0.3
> COc1ccc(NC(C)=O)cc1NC(=O)CN1CCN(C2c3ccccc3-c3ccccc32)CC1
    0.8	-0.8	-1.0	2	-1.5	-0.7	-2	-3	1	0	0.3
> CCCOc1ccc(-c2c(C(=O)N/N=C/c3ccc(OCC)cc3)nnn2-c2nonc2N)cc1
    -0.7	0.5	0.3	-11	-1.6	2.1	-1	-4	0	3	-2.0
> O=C(Nc1ccc2c(c1)CCC2)c1cc(=O)[nH]c2ccccc12
    0.8	0.0	2.1	6	-1.1	1.2	-3	-3	-11	-3	1.1
> CCOC(=O)c1c(NC(=O)CSc2ncccn2)sc2c1CC(C)(C)NC2(C)C
    0.5	-0.1	-1.6	-2	-1.3	0.7	0	-8	-4	-1	-1.9
> Cc1nc2c(OCc3ccc(Cl)cc3)cccn2c1N(C)C(=O)CCC1CCCC1
    .	-0.6	10*	-3	-0.9	0.4	0	7	-4	-2	-1.0
> CN(C(=O)c1ccc(S(=O)(=O)N2CCCC2)cc1)C1CCS(=O)(=O)C1 (centres undefined)
    4.1	1.1	0.1	3	-0.6	-1.1	-2	-6	-5	3	-0.3
> CCOC(=O)c1cc([N+](=O)[O-])sc1N
    1.7	-0.2	1.1	2	-1.1	-0.4	-1	0	-3	1	0.3
> Cc1ccc2nc(NC(=O)CS(=O)(=O)Cc3ccccc3)sc2c1
    0.5	-0.4	-0.3	2	-1.0	1.8	-5	-1	-7	-1	-0.8
> O=C(CSc1n[nH]c(-c2cccnc2)n1)Nc1ccccc1C(F)(F)F
    0.9	0.5	-0.7	3	-0.4	-2.7	-1	5	-2	1	-2.8
